# Screening data from PubChem BioAssay.
# sdo1 growth: growth rescue of sdo1-depleted yeast, primary screen, S. cerevisiae, bone marrow failure model. S. cerevisiae sdo1-depleted JHY4D growth rescue, OD600 30 h; hits give high values; pdr5 snq2 efflux-pump mutant strain. z-score at 10 µM. 140,000 compounds, 0.21% hits;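 active = z-score above 3 at both the 24 hr and the 30 hr optical density reads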;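 note: z-score against mean and SD of all compound wells on the same plate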
# Insulin prom inh: inhibitors of insulin promoter-driven GFP, primary screen, imaging, TRM-6 cells (human fetal islet line), eGFP reporter, cell count; reporter expression induced with tamoxifen; inhibition, % at 2 µM; 130,000 compounds, 0.9% hits;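 active = inhibition above the mean plus 3 SD, with well images judged a real hit on visual review, cut at about 60% in these data, passing the limit was not always enough; inconclusive = inhibition over the cutoff but images rejected on review; inactive = inhibition not above the cutoff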
# sdo1 growth Rescue 24 h: further read-out of sdo1 growth, marked with its call; z-score; S. cerevisiae sdo1-depleted JHY4D growth rescue, OD600; measured here: growth rescue at 24 h;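 0 is the plate mean of compound wells and units are plate SD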
# The depositor's hits bear a star; u = inconclusive; x = not tested or not shown. Some of the compounds tested; the hit share may differ from the screen's.
sdo1 growth | sdo1 growth Rescue 24 h | Insulin prom inh | mol
-1.02 | -0.31 | 7.1 | CCc1nc2oc3ccccc3c(=O)c2c(=O)n1Cc1ccccc1
-0.12 | 1.05 | x | COCCNC(=O)c1noc2c1CCc1cc(OC)ccc1-2
-1.87 | -1.51 | -192.3 | CCc1ccc2nc(SCC(=O)N3CCCCC3)c(C#N)cc2c1
x | x | -50.0 | O=[N+]([O-])c1ccccc1/C=N/n1c(C(F)(F)F)n[nH]c1=S
x | x | -7.1 | CCOC(=O)/C(C#N)=C/c1cccc(F)c1
2.06 | 1.52 | 26.7 | CCCC(=O)N1CCN(c2ccc(NC(=S)NC(=O)CC)cc2)CC1
-0.35 | -0.13 | 42.9 | CCOC(=O)CSc1nnc(-c2cccs2)n1-c1ccccc1
x | x | -25.0 | O=C(CCN1C(=O)C2C3C=CC(C3)C2C1=O)N1CCN(c2ccc([N+](=O)[O-])cc2)CC1 (stereo not given)
-0.5 | -0.12 | x | CC1CCCN(Cc2nc3c(c(=O)n(C)c(=O)n3C)n2Cc2c(F)cccc2Cl)C1 (stereo not given)
-0.54 | -0.51 | x | O=C(CSCC(=O)OCC(=O)c1ccc(Br)cc1)Nc1cccc2ccccc12
-0.66 | 0.05 | x | S=C(NCc1ccc(Cl)cc1)Nc1ccc(Cl)cc1Cl
x | x | 36.4 | CN(C)C(CNC(=O)c1ccc2nc[nH]c2c1)c1ccccc1 (stereo not given)
x | x | -11.1 | COc1ccc(CCN2CC(C(=O)NCCc3ccc(C)cc3)CC2=O)cc1OC (stereo not given)
0.05 | -0.46 | -46.0 | CCN(c1ccccc1)S(=O)(=O)c1ccc(N)c(OC)c1
x | x | 18.9 | COc1ccc(Cl)cc1NC(=O)CN(C)CC(=O)Nc1ccccc1C(F)(F)F
0.37 | -0.51 | 30.8 | CC(=O)N=C1SC2CS(=O)(=O)CC2N1c1cccc(Cl)c1Cl (stereo not given)
0.13 | -0.47 | 9.4 | CCNC(=O)CSc1nnc(-c2ccc(OC)cc2)n1CC(C)C
-0.33 | -0.52 | 66.7 | CN(c1ccccc1C(=O)N1CCN(c2cccc(Cl)c2)CC1)S(C)(=O)=O
-0.15 | -0.03 | x | COCCOC(=O)C1=C(C)NC(=O)N(C(C)=O)C1c1ccc(Cl)cc1 (stereo not given)
-0.79 | -0.51 | 47.8 | O=C(Nc1nccs1)C1CCN(S(=O)(=O)c2ccc(Cl)c(C(F)(F)F)c2)CC1
0.16 | -0.1 | 0.0 | CCCC(=O)Nc1ccc(C(=O)O)cc1NC(=O)CCC
-0.25 | -0.17 | x | N#CC1=C(N)SC(C(=O)c2ccccc2)C1c1cccs1 (stereo not given)
-0.81 | -0.4 | x | c1ccc(-c2nnc3ccc(N4CCCC4)nn23)cc1
1.4 | 0.91 | 0.0 | O=C(NCC(c1cccnc1)N1CCOCC1)Nc1ccccc1 (stereo not given)
0.72 | 0.59 | x | COc1cccc(N2CC(C(=O)Nc3nnc(SCc4ccccn4)s3)CC2=O)c1 (stereo not given)
0.06 | -0.57 | -6.1 | CC1CN(Cc2nc3c(c(=O)[nH]c(=O)n3C)n2CCN2CCOCC2)CC(C)O1 (stereo not given)
0.43 | -0.58 | x | COc1ccc(C2CC(=O)c3cnc(NC(=O)c4ccccc4)nc3C2)cc1OC (stereo not given)
0.02 | -0.61 | -45.2 | COc1cc(C2C(C(C)=O)=C(O)C(=O)N2CCN2CCOCC2)ccc1O (stereo not given)
0.44 | -0.49 | -19.2 | COCCCNC(=O)C(=O)NCCCOC(C)C
x | x | -16.7 | Cc1ccc(C(=O)NCCOc2cccc(C)c2)cc1
0.74 | 0.87 | x | CCOC(=O)Nc1c(C)n(C)n(-c2ccccc2)c1=O
0.47 | 0.71 | -53.6 | CCOC(=O)C1C(C)N=C2SCC(=O)N2C1c1cccc(Br)c1 (stereo not given)
x | x | -5.9 | O=C(NN1C(=O)c2ccccc2C1=O)c1ccccc1[N+](=O)[O-]
x | x | -58.8 | COc1ccc(CNC(=S)Nc2ccc(S(N)(=O)=O)cc2)cc1
1.43 | 1.79 | x | CC(C)OC(=O)c1ccc(S(N)(=O)=O)o1
-0.41 | -1.22 | -14.3 | COC(=O)c1cc(C(=O)NCCN2C(=O)S/C(=C\c3cccs3)C2=O)cc([N+](=O)[O-])c1
x | x | -17.6 | Cc1ccc(/C=C/C(=O)OCC(=O)NCCN2C(=O)CSC2=O)cc1
0.4 | 0.53 | 28.6 | COc1ccc(C(=O)N/N=C(\C)CC(=O)N2CCN(C=O)CC2)cc1
-0.59 | -0.16 | x | CCc1nc2ccccc2c(C(=O)OCc2nnc(-c3ccccc3)o2)c1C
x | x | 0.0 | CC(C)(C)NC(=O)CN(Cc1cccs1)C(=O)CCN1CCc2ccccc21
0.4 | -0.35 | -24.0 | CCNC(=O)n1nccc1C(C)Oc1ccccc1 (stereo not given)
0.58 | 0.15 | 19.4 | COC(=O)[C@H](CCSC)NC(=O)NCCc1ccccc1F
0.66 | 0.77 | 60.0 | Cc1cc(C)nc(N2CCC(C(=O)NCc3cccc(C(F)(F)F)c3)CC2)n1
-0.6 | -1.14 | x | CCSCCOC(=O)C1=C(C)NC(=O)NC1c1cccc(OC)c1OC (stereo not given)
0.69 | 1.07 | x | CCOc1ccc(OCC)c(NC(=O)C2CCCN(S(=O)(=O)c3c(C)n[nH]c3C)C2)c1 (stereo not given)
0.41 | 0.32 | -30.0 | C(=N\n1cnnc1)/c1nc2ccccc2[nH]1
1.86 | 2.05 | -8.3 | CCN(Cc1ccccc1)C(=O)C1CCN(CC2CC=CCC2)CC1 (stereo not given)
x | x | -110.8 | COCCNC(=S)N(CCc1c(C)[nH]c2ccc(Cl)cc12)Cc1cccs1
2.06 | 1.34 | 41.9 | COc1ccc(-c2nnc3ccc(SCC(=O)Nc4nc5ccc(C)cc5s4)nn23)cc1OC
2.35 | 2.22 | x | CC(C)C[C@H](N)c1nnc(S(=O)(=O)Cc2cccc(F)c2)o1
x | x | 35.1 | CCc1nc2ccc(C(=O)Nc3nnc(C)s3)cc2nc1CC
0.59 | -0.47 | 8.0 | CCN(CC)C(=O)C1CCCN(c2ccc([N+](=O)[O-])cc2/C=N/NC(=O)c2ccc([N+](=O)[O-])cc2)C1 (stereo not given)
1.55 | 0.52 | 30.4 | CCCCOc1ccc(C(=O)Nn2cnnc2)cc1
x | x | 25.0 | Cc1nn(Cc2ccccc2)c(Cl)c1/C=C/C(=O)OCC(=O)NC(C)C(C)C (stereo not given)
-1.24 | -1.08 | x | Cc1ccc2nc(-c3ccc(SCC(=O)Nc4cc(C)on4)nc3)[nH]c2c1
0.68 | 0.48 | 15.8 | COc1ccc(OC)c2[nH]c(C(=O)O)cc12
1.02 | 0.11 | -20.0 | O=C(NC1CCCCC1)C1CC(=O)N(CCc2ccccc2)C1 (stereo not given)
6.99* | 6.71* | x | COc1ccc(C(=O)CSc2nnc(Cc3ccccc3)o2)cc1
x | x | 35.0 | c1ccc(-c2nn3c(C4COc5ccccc5O4)nnc3s2)cc1 (stereo not given)
0.61 | -0.19 | x | Cc1c(NS(=O)(=O)CC23CCC(CC2=O)C3(C)C)c(=O)n(-c2ccccc2)n1C (stereo not given)

# (more compounds)
sdo1 growth | sdo1 growth Rescue 24 h | Insulin prom inh | mol
0.58 | -0.15 | 45.5 | Cc1[nH]c(=S)sc1Cc1ccc(F)cc1
-0.36 | -0.25 | -10.8 | O=C(Cc1ccccc1)Nc1cc(Cl)ccc1Sc1ccccc1
0.43 | 0.67 | -20.0 | O=C(O)c1ccccc1-c1ccccc1C(=O)Nc1ccccc1
0.22 | 1.2 | x | COc1ccc(S(=O)(=O)N2CCOCC2)cc1NC(=O)c1cccc2c(=O)c(C)c(-c3ccccc3)oc12
0.4 | 0.74 | x | Fc1ccc(CSc2ccc(-c3cccs3)nn2)cc1
1.65 | 0.97 | -15.4 | CCCCOc1ccc(C2(C)CC(=O)NC2=O)cc1 (stereo not given)
0.05 | 0.2 | x | CCN(CC)c1ccc(NC(=O)c2nc3nc(C)cc(C(F)F)n3n2)cc1
0.04 | -0.13 | -13.8 | COc1ccc(C(=O)CC(c2ccccc2)C2C(=O)CCCC2=O)cc1 (stereo not given)
0.18 | 0.86 | -24.0 | CC1=CC(C)(C)n2c(O)c(N=NC(N)=S)c3cc(C)cc1c32
-0.23 | -0.52 | -361.5 | O=C1NC(=O)c2cc(NC(=O)C3CCCO3)ccc21 (stereo not given)
-1.01 | -0.88 | 18.5 | O=C(Nc1ccccc1Br)C1CC(=O)N(c2ccc3c4c(cccc24)CC3)C1 (stereo not given)
0.95 | 1.77 | -137.5 | O=C(COC(=O)c1ccccc1)Nc1ccccc1N1CCOCC1
0.84 | 0.56 | 0.0 | CCCN1CCC2(CC1)C(C#N)=C(N)Oc1c2sc2nc(C)cc(C)c12
1.5 | 1.18 | 3.2 | COc1ccc(C2C3=C(CC(c4ccco4)CC3=O)Nc3ccccc3N2C(C)=O)cc1 (stereo not given)
x | x | 22.2 | CCOC(=O)NC(O)C(=O)c1ccc(F)cc1 (stereo not given)
-0.11 | 0.75 | 30.0 | CC(C)NC(=S)NC(=O)/C=C/c1ccc(F)cc1
x | x | 5.0 | COc1cc(Br)c(C2C(C#N)=C(N)Oc3n[nH]c(-c4cccnc4)c32)cc1OC (stereo not given)
-1.14 | -0.58 | x | COCCn1c(SCC(=O)Nc2cc(Cl)ccc2OC)nc2c(c1=O)SC(C)C2 (stereo not given)
0.34 | 0.5 | -45.8 | CN(C)/C(CN1CCN(C=O)CC1)=C1\N=C(c2ccccc2)OC1=O
0.55 | 0.94 | 0.0 | CC12CN3CCN(CC(C3)C1(O)CN1CCOCC1)C2 (stereo not given)
-0.35 | -0.84 | x | Cc1ccc2oc(=O)c3cc(C(=O)NCCN4CCN(C)CC4)sc3c2c1
x | x | -23.5 | CCSc1nnc(NC(=O)CN2C(=O)C3CC=CCC3C2=O)s1 (stereo not given)
x | x | 25.0 | Cc1cc(C)cc(NC(=O)Cn2nnc3ccccc3c2=O)c1
0.37 | -0.26 | x | CC(C)c1nnc(NC(=O)CCCC(=O)O)s1
-0.71 | -0.66 | x | COC(=O)c1ccccc1-c1ccc(/C=N/NC(=O)c2cc3ccccc3o2)o1
-0.4 | -0.42 | 28.6 | CCn1ncc(Br)c1C(=O)Nc1ccc(Cl)cn1
-0.46 | -0.53 | 20.8 | CCc1ccccc1NC(=S)N1CCC(C(=O)c2ccc(F)cc2)CC1
0.5 | 0.88 | u | CC(NC(=O)c1cc(-c2ccccc2)on1)c1ccccc1 (stereo not given)
x | x | -16.7 | COc1cccc(NC(=S)NCCc2ccccn2)c1
0.18 | -0.42 | -34.6 | CCN1C(=O)c2cccc3c(NS(=O)(=O)c4ccc(NC(C)=O)cc4)ccc1c23

# 7 entries out of the list above, sorted by the number in Insulin prom inh, ascending:
sdo1 growth | sdo1 growth Rescue 24 h | Insulin prom inh | mol
0.34 | 0.5 | -45.8 | CN(C)/C(CN1CCN(C=O)CC1)=C1\N=C(c2ccccc2)OC1=O
x | x | -23.5 | CCSc1nnc(NC(=O)CN2C(=O)C3CC=CCC3C2=O)s1 (stereo not given)
x | x | -16.7 | COc1cccc(NC(=S)NCCc2ccccn2)c1
x | x | 5.0 | COc1cc(Br)c(C2C(C#N)=C(N)Oc3n[nH]c(-c4cccnc4)c32)cc1OC (stereo not given)
x | x | 25.0 | Cc1cc(C)cc(NC(=O)Cn2nnc3ccccc3c2=O)c1
-0.4 | -0.42 | 28.6 | CCn1ncc(Br)c1C(=O)Nc1ccc(Cl)cn1
-0.11 | 0.75 | 30.0 | CC(C)NC(=S)NC(=O)/C=C/c1ccc(F)cc1

# The listing picks up with the two entries that preceded the break.
sdo1 growth | sdo1 growth Rescue 24 h | Insulin prom inh | mol
x | x | -16.7 | COc1cccc(NC(=S)NCCc2ccccn2)c1
0.18 | -0.42 | -34.6 | CCN1C(=O)c2cccc3c(NS(=O)(=O)c4ccc(NC(C)=O)cc4)ccc1c23
-0.66 | -0.63 | -6.7 | CCOc1ccc2nc(SCc3ccccc3C#N)sc2c1
0.08 | 0 | x | CC1CCN(c2nc(-c3ccc(F)cc3)cc(C(F)(F)F)n2)CC1
0.24 | 0.29 | x | Cc1ccc(N(C(=O)c2cccs2)C2C=CS(=O)(=O)C2)cc1 (stereo not given)
0.43 | -0.17 | 5.6 | CCOC(=O)Nc1ccc(S(=O)(=O)Nc2nccc(C)n2)cc1
x | x | -78.6 | S=c1[nH]cnc2sc(-c3ccccc3)cc12
-1.11 | -0.43 | x | COc1ccc(N(CC(=O)Nc2cc(Cl)ccc2OC)S(=O)(=O)c2c(C)noc2C)cc1
0.59 | -0.8 | x | CCn1c(CCNC(=O)c2ccccc2Cl)n[nH]c1=S
x | x | 40.0 | O=[N+]([O-])c1ccc(N2CCN(S(=O)(=O)c3ccccc3)CC2)c2cccnc12
-0.48 | -0.23 | -25.0 | CCCCCCCc1nc2c(=O)n(C)c3ccccc3c2o1
0.89 | 0.63 | x | O=C(CCC(=O)Nc1ccccc1)NCCO
0.43 | 0.41 | -11.4 | COc1ccc(CN2CC(C(=O)NCCc3ccccc3)CC2=O)cc1 (stereo not given)
-0.23 | -0.45 | x | CCOC(=O)N1CCN(c2c(N3CCc4ccccc43)c(=O)c2=O)CC1
-0.67 | 0.28 | 48.0 | COc1cc2c(=O)n(Cc3ccccc3)c(=O)n(CC(=O)NCc3ccco3)c2cc1OC
-0.47 | -0.34 | 3.0 | CCOC(=O)CC(=O)CSc1ncnc2c1oc1ccccc12
-0.09 | -0.92 | x | CCCCN(C)C(=O)C(Cc1ccccc1)NS(=O)(=O)c1ccc2c(c1)c(=O)n(C)c(=O)n2C (stereo not given)
1.14 | 0.58 | 10.3 | Cc1onc(-c2c(F)cccc2Cl)c1C(=O)NCCCN1CCOCC1
